ELG1 repair inh = qHTS screen for small molecules that inhibit ELG1-dependent DNA repair in human embryonic kidney (HEK293T) cells expressing luciferase-tagged ELG1; HEK293T ELG1-luciferase reporter, luminescence, 16 h; DNA damage induced by 5-fluorouridine; Potency, µM (doses to about 46.1 µM), without a hit: top-dose activity change, negative = inhibition, hits mostly inhibitors; 2.3% of 330,000 active; AID 504467, 2011; also: potency is read from the fitted curve at half-maximal effect; % is scaled to controls: 0 for no effect and ±100 for the full control effect; nearly all actives have a fitted effect of over 55% in size
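5-Fluorouridine DNA damage + compound/DMSO, 2,000 cells/well, 16 h, 37 °C/5% CO2. ONE-Glo, 30 min RT, luminescence. Readout = decrease in reporter signal.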
USP2a inh = qHTS Assay for Inhibitors of Ubiquitin-specific Protease USP2a Using CHOP2 as the Reporter; USP2 core, Ub-CHOP2 coupled fluorogenic reporter, 485/531; Potency, µM (doses to about 38.3 µM), inactives show at the highest dose activity change, negative = inhibition, usual class: inhibitors; 0.01% of 330,000 active; AID 463254, 2010;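 also: potency is read from the fitted curve at half-maximal effect; plate controls were DMSO wells for no effect and full inhibition by NEM control for full effect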
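Deubiquitinase activity read as fluorescence (485/531 nm) after Ub-CHOP2 cleavage activates the enterokinase reporter on its substrate; USP2 core 10nM, Ub-CHOP2 and substrate 25nM each, 30min compound preincubation then 60min RT; data normalized to NEM, curves fitted.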
TCR activator = Activators of T cell receptors: qHTS campaign; primary human leukocytes, anti-CD3, IL-2 HTRF, 48 h; Potency, µM (highest dose often 9.22 µM), for inactives: top-dose activation of IL-2 secretion, most hits filed as activators; 330,000 tested, under 10 active; AID 504894, 2011; also: % of control where 0% means no effect
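Compounds are tested in HTS on primary human leukocytes co-incubated with a-CD3 beads for 48 hr. IL-2 output is measured by time-resolved FRET.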
KCNH2 WT inh = qHTS for Inhibitors of KCHN2 3.1: Wildtype qHTS; U2OS, BacMam KCNH2, thallium flux FluxOr; active compounds read low; Voltage-gated inwardly rectifying potassium channel KCNH2 (Homo sapiens), Q12809; activity change, % at 1.84 µM; AID 720551, 2013; 0.37% of 340,000 active;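 active = maximum activity change below -70%; inconclusive = maximum activity change between -70% and -50%; inactive = maximum activity change above -50%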; also: % is scaled to controls: 0 for no effect and ±100 for the full control effect
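U2OS cells transduced with wild-type KCNH2 virus are loaded with FluxOr dye for 45 min, and thallium flux is measured in kinetic reads before and after stimulation buffer. Rate constants are normalized to DMSO controls.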
KCNH2 3.1 inh = qHTS for Inhibitors of KCHN2 3.1: Mutant qHTS; U2OS KCNH2 3.1, thallium flux FluxOr; active compounds read low; 0.95% of 340,000 active; activity change, % (tested at about 1.8 µM); Potassium voltage-gated channel subfamily H member 2, brain isoform KCNH2 3.1 (human);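 active = maximum activity change below -70%; inconclusive = maximum activity change from -70% to -50%; inactive = maximum activity change above -50%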;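 also: thallium influx rate constant from kinetic fluorescence after stimulation buffer; % is scaled to controls: 0 for no effect and ±100 for the full control effect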
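Normalized rate constant (relative to positive and negative DMSO controls) derived from a 2 min kinetic fluorescence read after stimulation; U2OS cells expressing the 3.1 isoform via virus at 1.77 x 10^8 /mL.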
Eya2 inh = qHTS Assay for Inhibitors of the Phosphatase Activity of Eya2; Potency, µM (doses to about 76.9 µM), without a hit: top-dose activity, negative = inhibition, actives largely listed as inhibitors; recombinant Eya2, OMFP fluorescence dephosphorylation (OMFP is methylfluorescein phosphate); Protein phosphatase EYA2 (Homo sapiens), O00167; 0.006% of 330,000 active; also: potency is read from the fitted curve at half-maximal effect; % is scaled to controls: 0 for no effect and ±100 for the full control effect
Target sequence (O00167 whole entry, looked up): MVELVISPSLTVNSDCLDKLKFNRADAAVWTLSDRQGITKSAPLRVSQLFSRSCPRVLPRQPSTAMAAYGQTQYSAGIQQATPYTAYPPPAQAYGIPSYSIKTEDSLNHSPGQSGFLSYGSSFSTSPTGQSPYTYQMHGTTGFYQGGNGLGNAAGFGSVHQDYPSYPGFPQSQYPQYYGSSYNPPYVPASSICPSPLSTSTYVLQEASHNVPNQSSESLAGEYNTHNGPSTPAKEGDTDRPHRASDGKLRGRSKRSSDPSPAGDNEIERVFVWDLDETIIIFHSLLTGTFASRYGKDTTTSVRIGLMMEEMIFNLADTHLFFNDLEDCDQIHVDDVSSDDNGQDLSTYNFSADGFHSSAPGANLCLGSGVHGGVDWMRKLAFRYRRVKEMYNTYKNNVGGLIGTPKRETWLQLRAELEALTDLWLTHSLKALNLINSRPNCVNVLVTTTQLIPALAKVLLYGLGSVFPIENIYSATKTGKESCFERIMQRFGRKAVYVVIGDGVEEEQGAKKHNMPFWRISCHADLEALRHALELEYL
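Eya2 (0.2 uM) preincubated 10 min at ambient with compound, then OMFP substrate added at 50 uM; 10 min reaction in 50 mM HEPES pH 7.5, 50 mM NaCl, 5 uM MgCl2, 0.05% BSA, 1 mM DTT. Fluorescence read at Ex 485/Em 525 nm.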
Mito fusion yeast = qHTS Assay for Small Molecule Inhibitors of Mitochondrial Division or Activators of Mitochondrial Fusion. Potency, µM (doses to about 46.1 µM), for inactives: at the highest dose growth rescue (activation), actives largely listed as activators. 0.23% of 320,000 active. S. cerevisiae fusion-defective mutant growth rescue, CellTiterGlo 48 h;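 also: potency is read from the fitted curve at half-maximal effect; % of control where 0% means no effect; nearly all actives have a fitted effect of over 45% in size; temperature-sensitive fusion mutants such as fzo1-1 at 37 °C on non-fermentable ethanol glycerol medium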
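Yeast fusion mutant, YPEG (non-fermentable carbon), compound, 48 h at 37C non-permissive; CellTiterGlo added, 10 min RT, luminescence read. Rescued growth = division inhibition.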
AT treatment = qHTS Assay for Identifying a Potential Treatment of Ataxia-Telangiectasia; 0.19% of 320,000 active; AID 485349, 2010; Potency, µM (highest dose often 57.5 µM), for the others: top-dose activation, actives largely listed as activators; […] A-T fibroblasts, KAP-1 phosphorylation AlphaLISA; neocarzinostatin DNA damage 30 min before lysis; also: potency is read from the fitted curve at half-maximal effect; % of control where 0% means no effect; nearly all actives have a fitted effect of over 45% in size
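ATM-like activity read as KAP-1 phosphorylation via AlphaLISA donor/acceptor antibody pairs after lysis and 6 hr at 25C. Cells were ATM-null patient fibroblasts ([…], hTERT), dosed 60 min, then exposed to the DSB inducer NCS for 30 min.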
TSHR antagonist = Antagonists of the Thyroid Stimulating Hormone Receptor: HTS campaign | TSHR-expressing cells, TSH-stimulated cAMP HTRF, 2 h; active compounds read low | AID 504810, 2011 | activity change, negative = inhibition, % at 11.5 µM | 0.2% of 330,000 active;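 active = activity change below a set negative limit, meaning inhibition stronger than a set level, cut at about -70% in these data; inconclusive = activity change between two set negative limits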; also: % is scaled to controls: 0 for no effect and ±100 for the full control effect
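TSHR-expressing cells, 200/well, pre-treated with compound, then stimulated with EC80 TSH (4nM final) for 2 hours at 37 deg C. cAMP measured by competitive HTRF: anti-cAMP cryptate antibody in lysis buffer plus cAMP-d2, read after 30 minutes at room temperature.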
TRPV1 ag = HTS Assay for Compounds that Act as Agonists of the Vanilloid Receptor 1; Transient receptor potential cation channel subfamily V member 1 (Homo sapiens), Q8NER1; 0.19% of 320,000 active; activation, % at 8.33 µM; TRPV1-expressing cells, Fluo-8 calcium influx, agonist mode; AID 540275, 2011; in the data active = activation above about 80%; inconclusive = between about 30% and that limit; also: 0% is about no effect
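Fluo-8 calcium influx in TRPV1-expressing cells, kinetic read (ex 480/em 520 nm). Compound added and read 3 min for agonist activity, followed by capsaicin at EC20 final and 2 min further read for enhancement.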
* hit, by the source's call; ? = inconclusive; . = not tested or not shown; [ ] = remark or other dose. Unless noted, calls follow the shape of the dose curve; as a rule, active = well fitted curve in the direction sought with a large enough effect; inconclusive = small, poorly fitted or top-dose-only effect, or another doubt; inactive = no such curve, though single readings can be large; an effect the other way counts as inactive or inconclusive. Not all compounds are listed, so the mix of outcomes need not match the whole.

1	Nc1sccc1C(=O)c1ccc(Cl)cc1
2	CN(CC(=O)Nc1ccc(F)cc1)c1ccc(S(=O)(=O)N2CCCC2)cn1
3	CCCS(=O)(=O)c1nc(S(=O)(=O)c2ccc(C)cc2)c(NCCN2CCOCC2)s1
4	COc1cccc(CNS(=O)(=O)c2c(C(=O)N3CCCCCC3)c(C)n(C)c2C)c1
5	O=C(CCC(=O)N1CCN(Cc2ccc(F)cc2)CC1)Nc1nnc(C2CCCCC2)s1
6	Cc1ccc(CN(c2ccc(C(=O)NCc3ccccn3)cc2)S(C)(=O)=O)cc1
7	Cc1cc(C(=O)NCCc2ccc(Cl)cc2)n(-c2ccccc2)n1
8	Cn1nc(C(C)(C)C)c([N+](=O)[O-])c1C(N)=O
9	COc1ccc(Cn2nnnc2C(c2cc3cccc(C)c3[nH]c2=O)N2CCOCC2)cc1 (stereo not drawn)
10	COc1ccc(-n2c(=O)cc(N3CCCCCC3)[nH]c2=O)cc1
assay / entry,1,2,3,4,5,6,7,8,9,10
ELG1 repair inh,?,0%,0%,1%,?,0%,-17%,?,-12%,12%
USP2a inh,1%,0%,1%,1%,2%,0%,6%,0%,2%,0%
TCR activator,-6%,.,5%,5%,7%,-2%,5%,2%,-3%,-2%
KCNH2 WT inh,-3,4,-13,-6,-4,1,-12,-1,3,-5
KCNH2 3.1 inh,-4,-10,-2,11,-1,-15,-20,-5,-1,-8
Eya2 inh,5%,-7%,-4%,-4%,11%,-21%,1%,1%,-24%,11%
Mito fusion yeast,5%,-1%,0%,12%,-1%,1%,-2%,10%,-2%,-1%
AT treatment,1%,-2%,-1%,-2%,5%,2%,-1%,-1%,0%,.
TSHR antagonist,-4,20,-8,-9,-4,5,2,34,-4,-4
TRPV1 ag,3,4,7,0,5,-2,-1,-5,-1,12

Part of the list above, showing only USP2a inh.
# | Molecule | USP2a inh
10 | COc1ccc(-n2c(=O)cc(N3CCCCCC3)[nH]c2=O)cc1 | 0%
5 | O=C(CCC(=O)N1CCN(Cc2ccc(F)cc2)CC1)Nc1nnc(C2CCCCC2)s1 | 2%
6 | Cc1ccc(CN(c2ccc(C(=O)NCc3ccccn3)cc2)S(C)(=O)=O)cc1 | 0%
1 | Nc1sccc1C(=O)c1ccc(Cl)cc1 | 1%
8 | Cn1nc(C(C)(C)C)c([N+](=O)[O-])c1C(N)=O | 0%

Remaining list, next part.
11	CCOC(=O)c1[nH]c(C)c(C(=O)OCC(=O)NCc2ccc(OC)cc2)c1C
12	CC(Sc1nc(-c2ccccc2)cc(C(F)(F)F)n1)C(=O)NCc1ccco1 (stereo not drawn)
13	Cc1c(C(=O)O)sc2ncnc(N3CCCCC3C)c12 (stereo not drawn)
14	O=C(Nc1nccs1)c1ccc(N2CCOCC2)c([N+](=O)[O-])c1
15	CCN(CC)S(=O)(=O)c1cccc(NC(=O)CN(C)C2CCCCC2)c1
16	c1ccc(-c2ccc(-c3nccc4ccccc34)[nH]2)cc1
17	C=CCN(CC(=O)Nc1c(C)cccc1CC)C(=O)SCCC
18	CN(C(=O)CO/N=C/c1ccc(OC(F)F)cc1)C1CCS(=O)(=O)C1 (stereo not drawn)
19	COc1ccc(OC)c(/C=N/NC2=NS(=O)(=O)c3ccccc32)c1
20	COc1cc(CNS(=O)(=O)CCl)cc(OC)c1OC
assay / entry,11,12,13,14,15,16,17,18,19,20
ELG1 repair inh,?,-5%,1%,?,-16%,?,-8%,-4%,-1%,-1%
USP2a inh,0%,-1%,1%,3%,2%,-1%,1%,1%,-1%,1%
TCR activator,4%,3%,-9%,5%,1%,.,0%,0%,0%,1%
KCNH2 WT inh,-6,-3,5,0,11,.,-8,0,4,3
KCNH2 3.1 inh,3,-11,1,2,13,.,10,19,2,19
Eya2 inh,5%,-25%,8%,2%,-27%,-18%,8%,-4%,8%,11%
Mito fusion yeast,1%,0%,-3%,-5%,-5%,13%,-1%,-3%,0%,-12%
AT treatment,-5%,5%,12%,-2%,1%,29%,8%,4%,3%,20%
TSHR antagonist,-7,2,-1,6,-6,-8,-5,-1,-1,3
TRPV1 ag,1,24,1,?,14,16,4,0,-1,-2

Two entries from above in a different format.
#10 COc1ccc(-n2c(=O)cc(N3CCCCCC3)[nH]c2=O)cc1
  ELG1 repair inh: 12%
  USP2a inh: 0%
  TCR activator: -2%
  KCNH2 WT inh: -5
  KCNH2 3.1 inh: -8
  Eya2 inh: 11%
  Mito fusion yeast: -1%
  AT treatment: .
  TSHR antagonist: -4
  TRPV1 ag: 12

#7 Cc1cc(C(=O)NCCc2ccc(Cl)cc2)n(-c2ccccc2)n1
  ELG1 repair inh: -17%
  USP2a inh: 6%
  TCR activator: 5%
  KCNH2 WT inh: -12
  KCNH2 3.1 inh: -20
  Eya2 inh: 1%
  Mito fusion yeast: -2%
  AT treatment: -1%
  TSHR antagonist: 2
  TRPV1 ag: -1

(continued)
21	N#Cc1cn(CCCOc2ccccc2)c2ccccc12
22	CCOc1ccccc1C=Nc1ccccc1C(=O)Nc1ccccc1
23	S=C1NC[C@H](c2ccccc2)N1CCCCC1CCCCC1
24	CC(C)(C)c1ccc(C(=O)NC(=S)NNC(=O)c2cccs2)cc1
25	CC(NC(=O)CSc1ncccn1)c1ccccc1 (stereo not drawn)
26	Cc1ccc(C2=NOC3(CC(=O)N(c4ccc(C)cc4)C3=O)C2)cc1 (stereo not drawn)
27	O=C(NCC(=O)N(Cc1cccs1)C(C(=O)NC1CCCC1)c1ccco1)c1cccs1 (stereo not drawn)
28	CN1CCN(CC(=O)Nc2ccccc2Sc2ccccc2)CC1
29	Cc1ccc(NC(=O)Cn2c(=O)n(CCCC(=O)NCc3ccco3)c(=O)c3ccccc32)cc1
30	Cc1ccc2cc(CCNC(=O)CCCc3ccccc3)c(=O)[nH]c2c1C
assay / entry,21,22,23,24,25,26,27,28,29,30
ELG1 repair inh,-5%,?,2%,?,8%,2%,7%,0%,7%,-4%
USP2a inh,-2%,1%,0%,1%,-1%,0%,2%,-2%,1%,2%
TCR activator,3%[46.1 µM],11%[46.1 µM],-3%,0%[46.1 µM],-20%,-2%,-1%,0%,2%,-8%
KCNH2 WT inh,-5,-3,-2,-2,-14,-4,2,10,0,1
KCNH2 3.1 inh,-12,-14,21,12,-7,-12,1,-10,-16,-2
Eya2 inh,-3%,4%,-28%,-12%,-3%,13%,11%,3%,4%,-11%
Mito fusion yeast,29%,-8%,1%,-51%[inhibitor],-2%,1%,2%,-11%,-6%,3%
AT treatment,10%,21%,35µM*,0%,12%,-1%,-3%,2%,-1%,-10%
TSHR antagonist,-20,-10,-14,-20,-2,-4,-12,0,3,79
TRPV1 ag,5,18,7,?,-3,6,26,-1,-1,0

31	O=C(NC(=O)c1ccncc1)NC(c1ccccc1)c1ccccc1
32	O=C(COC(=O)c1nc(Cl)c(Cl)c(Cl)c1Cl)NCc1ccccc1
33	c1ccc(N2CCN(c3nc4ccccc4[nH]3)CC2)nc1
34	O=C(Cn1cnc2cc([N+](=O)[O-])ccc2c1=O)N(Cc1ccccc1)C1CCS(=O)(=O)C1 (stereo not drawn)
35	O=C(CNC(=O)c1ccccc1)N/N=C/c1ccccc1Cl
36	COc1ccc(CNC(=O)CCS(=O)(=O)Cc2ccc(C)cc2)c(OC)c1
37	CS(=O)(=O)c1ccc(-c2cccc(NC(=O)COc3ccccc3)c2)nn1
38	CNC(=O)C(Sc1ccccc1)c1ccccc1 (stereo not drawn)
assay / entry,31,32,33,34,35,36,37,38
ELG1 repair inh,-3%,?,?,-5%,13%,-3%,17%,21%
USP2a inh,1%,-1%,9%,3%,1%,-1%,4%,1%
TCR activator,2%,1%,5%,-4%,11%,2%,-1%,.
KCNH2 WT inh,6,2,7,3,9,3,8,0
KCNH2 3.1 inh,-4,16,-14,3,-28,-15,3,15
Eya2 inh,-1%,14%,6%,4%,-8%,16%,-21%,1%
Mito fusion yeast,3%,-8%,-2%,-5%,12%,10%,-10%,0%
AT treatment,5%,-3%,8%,0%,-3%,-3%,10%,19%
TSHR antagonist,3,-25,-8,-5,-4,17,2,13
TRPV1 ag,?,?,16,0,0,-2,1,3

Assay outcomes deposited in PubChem by National Center for Advancing Translational Sciences (NCATS).
